High-throughput results from PubChem BioAssay.
15-hLO inh = qHTS Assay for Inhibitors of 15-hLO (15-human lipoxygenase); Polyunsaturated fatty acid lipoxygenase ALOX15 (Homo sapiens), P16050; purified 15hLO-1, xylenol orange hydroperoxide absorbance; Potency, µM (doses to about 57.1 µM), for inactives: at the highest dose activity change, negative = inhibition, actives largely listed as inhibitors; 1.4% of 74,000 active; note: potency is the fitted concentration of half-maximal effect; % is set by controls: 0 for no effect and ±100 for the full control effect; nearly all actives have a fitted effect of over 55% in size
Target sequence (P16050 whole entry, looked up): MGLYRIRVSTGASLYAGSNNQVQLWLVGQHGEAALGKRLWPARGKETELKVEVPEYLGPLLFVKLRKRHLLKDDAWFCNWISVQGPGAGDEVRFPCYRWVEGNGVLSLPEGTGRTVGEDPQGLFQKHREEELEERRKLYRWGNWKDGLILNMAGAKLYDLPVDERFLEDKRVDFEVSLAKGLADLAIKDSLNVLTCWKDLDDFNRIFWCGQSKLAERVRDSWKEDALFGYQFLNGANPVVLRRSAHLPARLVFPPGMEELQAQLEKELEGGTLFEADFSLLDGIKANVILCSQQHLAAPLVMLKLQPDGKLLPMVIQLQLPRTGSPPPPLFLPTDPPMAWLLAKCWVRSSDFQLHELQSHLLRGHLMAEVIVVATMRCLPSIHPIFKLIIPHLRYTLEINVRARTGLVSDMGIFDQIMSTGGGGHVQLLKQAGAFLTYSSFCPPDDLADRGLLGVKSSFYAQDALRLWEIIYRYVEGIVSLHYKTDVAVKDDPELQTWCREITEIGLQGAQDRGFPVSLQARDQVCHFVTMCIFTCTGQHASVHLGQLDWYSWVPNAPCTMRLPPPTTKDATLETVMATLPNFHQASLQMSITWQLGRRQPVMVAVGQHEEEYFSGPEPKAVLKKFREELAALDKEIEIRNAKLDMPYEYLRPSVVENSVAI
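Compounds were preincubated 15 min at room temperature with 40 nM purified human enzyme (25 mM Hepes pH 7.5, 0.01% Triton X-100); 50 uM arachidonic acid reacted 6 min. Fe-xylenol orange detection, 30 min, absorbance ratio 573/405 nm.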
HBB splicing = qHTS Assay for Modulators of Hemoglobin Beta Chain Splicing | HBB splicing reporter cell assay, activation; EGFP reporter with mutant IVS2-654 intron; response scale: normalised to 500 nM splice-correcting PNA | Potency, µM (series often up to 46.1 µM), for inactives: top-dose activation, hits mostly activators | 0.06% of 65,000 active | AID 925, 2007; note: potency is the fitted concentration of half-maximal effect; 0% is about no effect
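Compounds were applied for 2 days to HeLa EGFP-654 cells, 500/well in Optimem with 2% FCS. The reporter's EGFP is disrupted by mis-splicing of beta-globin intron IVS2-654. Readout: summed well GFP fluorescence from 488 nm laser scanning; reference was 500 nM antisense […] 654 PNA.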
Pol III holo inh = qHTS Assay for Inhibitors of DNA Polymerase III Holoenzyme System | 0.25% of 71,000 active | Potency, µM (titrated, usually from 57.1 µM), inactives show top-dose activity change, negative = inhibition | reconstituted DNA polymerase III holoenzyme replication, biochemical | AID 603, 2007; note: potency is the fitted concentration of half-maximal effect; % is set by controls: 0 for no effect and ±100 for the full control effect
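Reconstituted *E. coli* holoenzyme (0.35 nM Pol III, 1 nM beta, 154 nM SSB, 2 nM primase) was preincubated with compound for 15 min at RT. Synthesis on 1.4 nM ssM13Gori ran 35 min, then was stopped with PicoGreen/EDTA and read as dsDNA fluorescence.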
Rhodamine fluor = qHTS Assay for Spectroscopic Profiling in Rhodamine Spectral Region; Rhodamine-region fluorescence, 547/598 nm, Tris buffer; stronger effect = higher value; max dye-equivalent concentration, M; 0.05% of 59,000 active; AID 594, 2007; in the data active = max dye-equivalent concentration above about 11 nM; inconclusive = between about 1.1 nM and that limit
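Compounds in 100 mM Tris buffer, pH 8.0, were incubated 15 min at room temperature, then read at 547 nm excitation and 598 nm emission. Fluorescence was normalized against a per-plate six-point rhodamine standard curve as dye-equivalent concentration.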
Hsp90 Hop PPI = qHTS Assay for Disrupters of an Hsp90 Co-Chaperone Interaction; AlphaScreen TPR2A-His6 binding biotin-Hsp90 C-terminal peptide; Potency, µM (series often up to 57 µM), inactives show at the highest dose activity change, negative = inhibition; 0.44% of 71,000 active; AID 595, 2007; active = well fitted curve in either direction with a large enough effect; inconclusive = small, poorly fitted or top-dose-only effect, or another doubt; note: potency is the fitted concentration of half-maximal effect; % is set by controls: 0 for no effect and ±100 for the full control effect; many of its hits are not listed in these tables
Fluorescein fluor = qHTS Assay for Spectroscopic Profiling in Fluorescein Spectral Region. max fluorescein-equivalent concentration, M. 0.91% of 59,000 active. Compound autofluorescence, 480/540 nm, fluorescein-equivalent; stronger effect = higher value; in the data active = max fluorescein-equivalent concentration above about 10 nM; inconclusive = between about 1.1 nM and that limit
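Fluorescein stocks ranging 3 mM down to 300 nM, plus DMSO blanks, were pinned alongside compounds to build a per-plate standard curve. Buffer: 100 mM Tris, pH 8.0. Incubation 15 min, room temperature; filters 480/540 nm.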
Ub-GFP proteasome = Ubiquitin-GFP Assay; Ubiquitin-GFP reporter cells, proteasome inhibition, GFP fluorescence; response scale: untreated = 0%, 10 µM MG-132 = 100%; Potency, µM (titrated, usually from 45.9 µM), without a hit: at the highest dose activation (GFP accumulation), actives largely listed as activators; 67,000 tested, under 10 active; active = well fitted activation curve with a large enough effect, not every such curve was filed as active; inconclusive = small, poorly fitted or top-dose-only effect, or another doubt; inactive = no such curve, though single readings can be large or run the other way; note: potency is the fitted concentration of half-maximal effect
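Reporter cells (U2OS, ubiquitin-G76V-GFP fusion) are plated overnight, then treated 4 hr at 37 °C with compound titrations from 46 uM down to 2.9 nM. Activity is scaled against untreated cells and 10 uM MG-132.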
HADH2 inh = qHTS Assay for Inhibitors of HADH2 (Hydroxyacyl-Coenzyme A Dehydrogenase, Type II); 3-hydroxyacyl-CoA dehydrogenase type-2 (Homo sapiens), Q99714; recombinant HADH2, NADH fluorescence, beta-hydroxybutyryl-CoA; Potency, µM (top dose mostly 57.1 µM), for the others: at the top dose activity change, negative = inhibition, usual class: inhibitors; 3.4% of 73,000 active; AID 886, 2007; note: potency is the fitted concentration of half-maximal effect; % is set by controls: 0 for no effect and ±100 for the full control effect; nearly all actives have a fitted effect of over 60% in size; many of its hits are not listed in these tables
Target sequence (Q99714 whole entry, looked up, one chain of several): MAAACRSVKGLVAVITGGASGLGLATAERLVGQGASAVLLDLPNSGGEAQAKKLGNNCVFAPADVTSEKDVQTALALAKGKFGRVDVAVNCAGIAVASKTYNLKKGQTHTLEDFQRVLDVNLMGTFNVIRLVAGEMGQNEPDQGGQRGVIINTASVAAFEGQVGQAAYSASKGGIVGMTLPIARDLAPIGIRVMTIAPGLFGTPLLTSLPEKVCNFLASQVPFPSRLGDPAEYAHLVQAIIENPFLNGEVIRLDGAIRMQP
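E. coli-expressed His-tagged HADH2 tested at 20 nM in alkaline Tris buffer (pH 9.0); oxidation of 90 uM beta-hydroxybutyryl-CoA with 1 mM NAD+ tracked fluorimetrically for 4 min.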
4-MU autofl = qHTS Assay for Spectroscopic Profiling in 4-MU Spectral Region; compound autofluorescence, 340/450 nm, 4-MU equivalents; stronger effect = higher value; max dye-equivalent concentration, M; 11% of 59,000 active; in the data active = max dye-equivalent concentration above about 10 nM; inconclusive = mostly about 1.1 nM to 9.6 nM
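Compounds in 100 mM Tris, pH 8.0, incubated 15 min at room temperature, then fluorescence read at 340 nm excitation/450 nm emission. Signal converted to 4-MU dye-equivalent concentration using an on-plate six-point 4-MU standard curve.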
Epigenetic mod = qHTS Assay for Epigenetic Modulators. Potency, µM (top dose mostly 46.1 µM), for the others: at the top dose GFP derepression (activation). mouse C127i GFP locus derepression, cytometry, 30 h. 0.09% of 68,000 active; note: % of control where 0% means no effect
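Read-out is the number of GFP-positive cells, scored as fluorescent objects 20 to 120 um wide, reflecting derepression of a silenced CMV-GFP reporter in murine C127i cells after 30 h compound exposure at 37 C.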
Texas Red fluor = qHTS Assay for Spectroscopic Profiling in Texas Red Spectral Region; Compound fluorescence, Texas Red channel, 547/618 nm; stronger effect = higher value; max dye-equivalent concentration, M; 0.06% of 59,000 active; AID 587, 2007; in the data active = max dye-equivalent concentration above about 10 nM; inconclusive = between about 1.1 nM and that limit
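Compound titrations in 100 mM Tris pH 8.0 were incubated 15 min at room temperature and read at 547 nm excitation / 618 nm emission. Texas Red six-point standard curve on each plate converted fluorescence to dye-equivalent concentration.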
Active calls of the source: *; i = inactive; u = inconclusive; x = not tested or not shown; [ ] = remark or other dose. Unless noted, calls come from the whole dose curve; as a rule, active = well fitted curve in the direction sought with a large enough effect; inconclusive = small, poorly fitted or top-dose-only effect, or another doubt; inactive = no such curve, though single readings can be large; an effect the other way counts as inactive or inconclusive. A portion of the library; the hit share may differ from the screen's.

Below each SMILES: Rhodamine fluor	Pol III holo inh	Fluorescein fluor	15-hLO inh	4-MU autofl	HBB splicing	Texas Red fluor	Ub-GFP proteasome	Hsp90 Hop PPI	HADH2 inh	Epigenetic mod
1. O=C(CCN1CCCCC1)N1CCc2c([nH]c3ccccc23)[C@H]1c1cccnc1
    i	-10%[11.4 µM]	u	12%[11.4 µM]	i	3.3%[9.22 µM]	i	-6%[9.17 µM]	-3%[11 µM]	4%[11.4 µM]	0%[9.22 µM]
2. O=C(Cn1cc2c(n1)CCCC2)NCc1cccnc1
    x	-4%	x	3%	x	-0.3%	x	10%	-4%	5%	2%
3. CSc1ccc(C2C3(C#N)C(N)=NC4(OCCO4)C23C#N)cc1 (stereo unspecified)
    i	-12%	i	9%	i	-1.1%	u	3%	-4%	4%	0%
4. CCn1c(N2CCC(C)CC2)nc2c1c(=O)n(C)c(=O)n2C
    x	-7%	x	-7%	x	-0.1%	x	-9%	-2%	1%	x
5. CCOC(=O)c1cnc(SCC(=O)N2CCN(c3ccccc3)CC2)nc1N
    i	-1%	i	9%	2.5e-08M*	1.3%	i	-4%	0%	-2%	-2%
6. Cc1cc(C)n2c(SCC(=O)Nc3ccccc3)nnc2n1
    x	-4%	x	3%	x	-0.7%	x	6%	-2%	-4%	-5%
7. CCOC(=O)C1=C(C)NC(=O)NC1/C(C)=C/c1ccccc1 (stereo unspecified)
    x	-1%	x	-12%	x	-2.2%	x	18%	-3%	10%	-2%
8. COc1cc(NC(=O)Cc2cccs2)cc(OC)c1
    i	-1%	i	10%	i	-1.4%	i	7%	-3%	4%	-3%
9. COC(=O)COc1ccc(Oc2nc(SC)nc(N(C)C)n2)nn1
    i	x	u	x	i	x	i	x	x	x	-2%[20.6 µM]
10. CCN(CC)c1nc(N(CC)CC)[nH]c(=O)n1
    i	1%	u	13µM*	i	-0.8%	i	2%	-1%	1%	-4%
11. COC(=O)Nc1ccc(S(=O)(=O)N(CCO)CC(F)(F)C(F)F)cc1
    i	-1%	u	-6%	i	2.2%	i	8%	-3%	-3%	2%
12. CC(C)(C)NC(=O)C1N(c2cccnc2)C(=O)C2C(C(=O)Nc3ccccc3)C3(C)C=CC21O3 (stereo unspecified)
    i	0%	i	7%	i	x	i	-5%	5%	14%	0%
13. CCCCN1C(=O)C(O)(CC(=O)c2c(C)n[nH]c2C)c2cc(Br)ccc21 (stereo unspecified)
    i	-7%	i	1%	i	0.7%	i	7%	-6%	-1%	-1%
14. CC1(C)CC(=O)C(C=NCCN2CCN(C(=O)c3ccccc3)CC2)=C(O)C1
    x	0%	x	4%	x	-0.3%	x	-4%	-1%	8%	-2%
15. CCOC(=O)c1c(NC(=O)C2CCCN2S(=O)(=O)c2cccc3nsnc23)sc(C)c1C (stereo unspecified)
    x	-9%[11.4 µM]	x	-3%[11.4 µM]	x	0.5%[0.0738 µM]	x	-12%[9.17 µM]	-11%[11 µM]	-5%[11.4 µM]	2%
16. CCCC1(C(=O)O)NC(c2ccccc2O)C2C(=O)N(c3cccc(Cl)c3)C(=O)C21 (stereo unspecified)
    x	-6%	x	6%	x	0.2%	x	23%	0%	3%	x
17. CCNc1nc(N)nc(Oc2ccc(OCC)nn2)n1
    i	-3%	i	9%	i	-0.5%	u	5%	2%	-3%	0%
18. Cc1ccc(OCc2nn3c(-c4n[nH]c5c4CCC5)nnc3s2)cc1
    i	1%	i	5%	i	-0.4%[1.84 µM]	i	-2%	-1%	-10%	-4%
19. COc1ccccc1N1CCN(C(=O)c2ccc(N3CCCC3=O)cc2)CC1
    i	-6%	i	2%	i	1.1%	u	11%	-1%	4%	-3%
20. CC(=O)N1CCc2cc(Br)cc(S(=O)(=O)N3CCN(c4ccccn4)CC3)c21
    i	0%	i	13%	i	-0.3%	i	11%	1%	4%	2%
21. COc1cccc(-n2c(SCC(=O)O)nnc2-c2cccnc2)c1
    i	-2%	u	3%	i	-0.3%	i	-2%	-5%	-4%	-1%
22. Cc1ccc(NC(=O)c2cc(S(=O)(=O)N3CCC4(CC3)OCCO4)ccc2F)cc1
    i	10%	i	-2%	i	1.9%	u	-3%	2%	10%	0%
23. c1ccc(OCCCc2nc(-c3cccnc3)no2)cc1
    i	-1%	i	2%	i	3.7%	i	-4%	5%	11%	6%
24. CCN1C(=O)CC(N2CCN(c3ccc(C(=O)c4ccccc4)cc3)CC2)C1=O (stereo unspecified)
    i	-2%	u	-20%	i	6.5%	i	-4%	-5%	-9%	10%
25. CCn1c(SCC(=O)NCC(=O)Nc2ccc(F)cc2)nnc1-c1cccs1
    i	0%	i	-5%	i	-1.2%	i	1%	-4%	10%	1%
26. CC(=O)Nc1cccc(N2CCCC2=O)c1
    i	-8%	i	4%	i	-0.3%	i	2%	-2%	-3%	2%
27. [N-]=[N+]=CC(=O)CCCN1C(=O)c2ccccc2C1=O
    i	-6%	i	7%	i	0.4%[0.369 µM]	i	x	-2%	-5%	2%
28. Cc1n[nH]c(=O)nc1NC1CCCCC1
    i	2%	i	3%	i	-0.2%[57.5 µM]	i	-2%	1%	-12%	1%
29. Cc1noc(C)c1S(=O)(=O)NCCc1ccc(S(N)(=O)=O)cc1
    i	-3%	i	7%	i	-1.1%	i	1%	-4%	-4%	5%
30. N[C@@H](Cc1ccccc1)c1nnc(SCc2ccccc2F)o1
    i	0%	i	-1%	i	-1.1%	i	2%	-4%	6%	1%
31. O=C(NCc1nc(-c2ccccc2)no1)c1ccc(Br)o1
    i	-4%	i	-9%	i	0.2%	i	-2%	-1%	2%	3%
32. CCOC(=O)N1CCN(C(=O)COc2cc(=O)n(C)c3ccccc23)CC1
    i	-2%	i	-1%	i	-1.7%	i	-3%	1%	-4%	0%
33. CCCCOCCCn1c(-c2ccco2)nc2nc3ccccc3nc21
    i	8%	u	u	9.5e-06M*	u	i	1%	-2%	25µM*	2%
34. CC(=O)Nc1nc(-c2cccs2)cs1
    i	-5%	i	-28%	u	-0.9%	i	7%	-3%	u	5%
35. O=C(Cn1nnc(-c2ccc(S(=O)(=O)N3CCCC3)cc2)n1)Nc1ccccc1-n1cccc1
    i	-2%	i	8%	i	0.6%[57.5 µM]	i	-1%	-10%	10%	-3%
36. COc1ccc(S(=O)(=O)N2CCC(C(=O)N3CCOCC3)CC2)cc1
    x	-5%	x	11%	x	-0.3%	x	2%	0%	-7%	-2%
37. NCC(=O)[C@@H](O)[C@H](O)[C@H](O)CO
    i	-6%[11.4 µM]	i	-1%[11.4 µM]	i	0.7%[9.22 µM]	i	1%[9.17 µM]	-2%[11 µM]	0%[11.4 µM]	2%[9.22 µM]
38. CCOC(=O)c1cccc(NC(=O)CSc2nnc(COc3ccccc3)n2CC)c1
    i	-4%	i	1%	i	x	i	-3%	u	12%	-1%
39. COc1cccc(-c2nc(C(N)=O)c3[nH]c(=O)n(-c4ccccc4)c3n2)c1OC
    x	-3%	x	7%	x	-1.3%	x	7%	-4%	-13%	x
40. Cn1c(=O)oc2cc(S(=O)(=O)NCCC(=O)Nc3ccc4c(c3)OCCO4)ccc21
    i	1%	u	-22%	i	2.7%	i	-2%	2%	-4%	9%
41. C[N+](C)(C)CCCSc1nc2ccccc2[nH]1
    i	6%[11.4 µM]	i	6%[11.4 µM]	i	0.2%[9.22 µM]	i	-2%[9.17 µM]	2%[11 µM]	11%[11.4 µM]	-8%[9.22 µM]
42. O=C(CCNS(=O)(=O)c1cccs1)Nc1nccs1
    i	-6%	i	7%	i	-0.1%	i	-3%	-2%	-7%	4%
43. Cc1ccccc1-c1nccc(NCc2cccs2)n1
    i	-5%	i	-16%	i	-2.7%	i	-3%	12%	-2%	8%[9.22 µM]
